Assay outcomes: PubChem, MTDP
RNase H inhibition: RNase H inhibition, HIV 1 Gag Pol polyprotein, FRET biochemical assay, screening (AID 372); inhibition, % at 10 µM; hits with a dose series show IC50 in µM; HIV-1 RT RNase H, FRET RNA/DNA substrate fluorescence; higher % means a stronger effect; hit rate 0.77% among 100,000; in the data active means inhibition above about 50%
Numbers without * were called inactive. The list is partial, so the mix of outcomes need not match the whole.

SMILES | RNase H inhibition
COC(=O)c1sccc1NC(=O)c1sc2ccccc2c1Cl | 2%
O=C(NCC1CCCO1)c1nn2c(C(F)(F)F)cc(-c3ccccc3)nc2c1Cl (stereo not drawn) | 11%
O=C(Nc1cc(Oc2cccnc2)cc([N+](=O)[O-])c1)c1nn2c(C(F)(F)F)cc(-c3cccs3)nc2c1Cl | 18%
COc1ccc(/C=c2/sc3nc(-c4ccc(C(C)(C)C)cc4)nn3c2=O)cc1 | 0%
CCOC(=O)C1=C(C)NC2=C(C(=O)CCC2)C1c1ccc(Cl)cc1 (stereo not drawn) | 14%
CN1CCN(CCOCCOc2ccccc2Br)CC1 | 12%
CCCC1=NN2C(=N)/C(=C/c3ccc(-c4ccc([N+](=O)[O-])cc4Br)o3)C(=O)N=C2S1 | 28%
CCOc1ccccc1NC(=O)c1c(NC(=O)c2cccs2)sc2c1CCC(C)C2 (stereo not drawn) | 1%
O=C(NC(=S)Nc1ccccc1O)c1ccccc1 | 5%
Cc1ccc(N(Cc2ccc(C(=O)N3CCCCC3)cc2)S(C)(=O)=O)cc1C | 1%
CCOC(=O)CP(=O)(c1ccccc1)c1ccccc1 | 16%
COC(=O)c1c(NC(=O)c2cccnc2)sc2c1CCCCC2 | 30%
CCOC(=O)c1c(NC(C)=O)sc2c1CCN(CCc1ccccc1)C2 | 10%
O=C1CC(C2CCCO2)C(=O)N1c1ccc(Cl)c(Cl)c1 (stereo not drawn) | 5%
O=C1c2ccccc2NC(c2ccc(Cl)cc2)N1c1ccc(Br)cc1 (stereo not drawn) | 6%
COc1ccc(C(=O)N=Nc2c(O)[nH]c3c(C)c(Cl)ccc23)cc1 | 7%
CCOc1cccc(C(=O)NC(=S)Nc2cccc(NC(=O)c3ccccc3Cl)c2)c1 | 16%
COc1nc(-c2ccccc2)c2cc(Cl)ccc2n1 | 11%
COc1ccc(C2C3=C(CC(C)(C)CC3=O)Nc3[nH]c(=O)[nH]c(=O)c32)cc1 (stereo not drawn) | 3%
Cn1c2ccccc2c2cc(C3Nc4ccccc4C(=O)N3Cc3ccco3)ccc21 (stereo not drawn) | 15%
CC(=O)Nc1ccc(Nc2nc(-c3ccc(Br)cc3)cs2)cc1 | 9%
CC(C)(C)NC(=O)c1nn2c(c1Br)NC(c1cccs1)CC2C(F)(F)F (stereo not drawn) | 5%
CC1CCc2c(sc(NC(=O)CCc3ccccc3)c2C(N)=O)C1 (stereo not drawn) | 15%
CC1=C(C(=O)OC2CCCC2C)C(c2cccc([N+](=O)[O-])c2)NC(=O)N1 (stereo not drawn) | 21%
O=[N+]([O-])c1ccc(CSc2nnc(-c3ccncc3)n2Cc2ccco2)cc1 | 0%
CC(=O)Nc1cc(-c2ccccc2Cl)[nH]n1 | 4%
COc1ccc(O)c(C(=O)CC(=O)c2cccc(C)c2)c1 | 0%
C/C(=N\NC(=S)Nc1ccc(C)cc1)c1ccc(O)cc1 | 5%
Cc1[nH]nc(Nc2ccc(Br)cc2)c1[N+](=O)[O-] | 20%
COc1ccc(C(=O)/C=C/Nc2ccc(S(=O)(=O)Nc3nc(C)cc(C)n3)cc2)c(OC)c1 | 7%
Cc1ccc2oc(-c3cccc(NC(=O)c4cccc([N+](=O)[O-])c4)c3)nc2c1 | 0%
O=[N+]([O-])c1cc(C(F)(F)F)ccc1N/N=C/c1ccc2c(c1)OCO2 | 0%
COc1cccc(-n2c(/C=C/c3c(C)n(C)c4ccccc34)nc3ccccc3c2=O)c1 | 6%
O=C(O)c1cccc(Nc2nc(-c3ccc(Br)cc3)cs2)c1 | 3%
O=C1c2[nH]nc(-c3ccccc3)c2C(c2ccc([N+](=O)[O-])cc2)N1c1ccccc1 (stereo not drawn) | 24%
O=C(Nc1ccc([N+](=O)[O-])cn1)C(c1ccccc1)c1ccccc1 | 13%
CCc1ccc(NC(=S)NC(=O)c2ccc(OC)c(Cl)c2)cc1 | 11%
COCCCNc1ncnc2ccc(Br)cc12 | 5%
COc1ccc(C2CC(=O)C3=C(C2)Nc2ccccc2NC3c2ccc(NC(C)=O)cc2)cc1OC (stereo not drawn) | 1%
O=C(O)CNc1ccc(C(F)(F)F)cc1[N+](=O)[O-] | 7%
C/C(CCc1ccccc1)=N/Nc1ccc([N+](=O)[O-])cc1 | 10%
O=C(Cc1ccccc1)Nc1ccccc1I | 0%
CCn1c(C)c(C(=O)O)c2cc(OC)c3ccccc3c21 | 11%
O=C(N/N=C/c1c2ccccc2cc2ccccc12)c1ccccc1OCc1ccccc1 | 29%
Cc1ccc2ncnc(NCCCN3CCOCC3)c2c1 | 0%
COc1ccc(/C=C2\SC(=O)N(Cc3ccccc3)C2=O)cc1OC | 44%
CCOC(=O)C1=C(C)N=C2SCCN2C1c1ccccc1 (stereo not drawn) | 12%
COc1ccc(N(CC(=O)N/N=C/c2ccc(Cl)cc2)S(=O)(=O)c2ccccc2)cc1Cl | 16%
Cc1ccc(C(=O)N2CCc3ccccc3C2)cc1 | 0%
N#C/C(=C/c1ccc(F)cc1)C(=O)Nc1cccc(Br)c1 | 4%
COc1ccc(CN2CCN(C(=O)c3cccc(Cl)c3)CC2)c(OC)c1 | 0%
CCOC(=O)NC(NC(=O)OCC)c1cccc([N+](=O)[O-])c1 | 0%
COc1ccc(Cc2noc(-c3ccc(Br)cc3)n2)cc1 | 1%
Cc1ccnc(NS(=O)(=O)c2ccc(NC(=O)C3CC=CCC3C(=O)O)cc2)n1 (stereo not drawn) | 5%
CCCOC(=O)c1cccc(NC(=O)COc2ccc(C)cc2Br)c1 | 13%
O=C(NC(c1ccccc1)c1ccccc1)c1ccc(Cl)c([N+](=O)[O-])c1 | 0%
Cc1ccc2nc(-c3cc(NC(=O)COc4ccc5ccccc5c4)ccc3Cl)oc2c1 | 36%
CCOC(=O)C1=C(C)N(c2ccc(OC)cc2)C(=O)/C1=C\c1cccc(OC)c1 | 7%
COc1cc2c(cc1OC)C(c1ccc([N+](=O)[O-])cc1)=NC(C)(C)C2 | 9%
Cc1ccc(Cl)cc1NC(=O)c1cccc(I)c1 | 0%

Next part.
SMILES | RNase H inhibition
O=C(c1cccc(F)c1)N1CCN(c2ccc(Cl)cc2)CC1 | 9%
CCCCN=C(CCC)C1=C(O)CC(C)(C)CC1=O | 4%
c1ccc(-c2nc(-c3ccccn3)no2)cc1 | 6%
CCOC(=O)c1cc(-c2ccc(OC)cc2)nc2ccc(Cl)cc12 | 10%
O=C(Nc1cc2c(cc1C(=O)c1ccccc1Br)OCCO2)c1ccc(Cl)cc1 | 15%
COc1ccc(C2C(C(=O)OC3CCCCC3)=C(C)NC3=C2C(=O)CCC3)cc1Br (stereo not drawn) | 1%
Clc1cccc(Cc2cnc(Nc3ccccn3)s2)c1Cl | 15%
Cc1cccc(C)c1OCC(=O)NCc1ccccc1 | 8%
Cc1cccc(OCC(=O)Nc2cc([N+](=O)[O-])ccc2F)c1 | 3%
O=C(COc1ccc(Cl)cc1)N1CCN(C(=O)c2cccnc2)CC1 | 16%
COc1cccc(NC(=S)NC(=O)c2ccc(C)cc2)c1 | 30%
O=C(Nc1ncc(Cc2ccc(Cl)cc2)s1)c1ccccc1Cl | 19%
O=C1c2cccc3cccc(c23)C(=O)N1Oc1ccc([N+](=O)[O-])cc1[N+](=O)[O-] | 11%
Cc1ccc(OCc2nc(-c3cccc([N+](=O)[O-])c3)no2)c(Br)c1 | 24%
Cc1onc(-c2ccccc2)c1C(=O)Nc1ccc(I)cc1 | 0%

Reformatted: results already given.
Clc1cccc(Cc2cnc(Nc3ccccn3)s2)c1Cl
- RNase H inhibition: 15%
O=C(c1cccc(F)c1)N1CCN(c2ccc(Cl)cc2)CC1
- RNase H inhibition: 9%

(further entries)
SMILES | RNase H inhibition
COc1ccc(-n2[nH]c(C)cc2=O)cc1 | 21%
O=C(O)CNC(=O)/C(=C\c1cccnc1)NC(=O)c1ccccc1 | 5%
CCOC(=O)c1ccc(N2NC(=O)/C(=C/c3ccc(OC)c(Br)c3)C2=O)cc1 | 20%
O=C(O)COc1ccc(/C=C2/SC(=O)NC2=O)cc1Cl | 0%
O=Cc1ccc(OC(=O)c2cccnc2)cc1 | 1%
O=C(CN(c1cccc(C(F)(F)F)c1)S(=O)(=O)c1ccccc1)NCCSCc1ccc(Cl)cc1 | 13%
Cc1c(NC(=O)c2cccc([N+](=O)[O-])c2)cccc1-c1nc2cc(Cl)ccc2o1 | 12%
CCOc1ccc(C(=O)N2CCN(c3ccccc3OC)CC2)cc1 | 3%
COc1cc2c(cc1CN1CCN(C(=O)c3cc(OC)c(OC)c(OC)c3)CC1)OCO2 | 0%
O=C(NCC1CCCO1)C1CN(S(=O)(=O)c2ccccc2)CCN1S(=O)(=O)c1ccccc1 (stereo not drawn) | 36%
COc1ccc(CCC(=O)NCCc2ccc(OC)c(OC)c2)cc1 | 5%
N/C(=N\S(=O)(=O)Cc1ccccc1)Nc1nc2ccccc2o1 | 4%
CC(C)OC(=O)CSc1nc2ccccc2s1 | 5%
CCN1C(=O)/C(=C2\SC(=S)N(Cc3ccco3)C2=O)c2ccccc21 | 12%
O=c1cc(-c2ccccc2)[nH]n1-c1nc(-c2ccccc2)cc(-c2ccccc2O)n1 | 18%
COc1cc(/C=C2/C(=O)NC(=O)N(c3ccccc3)C2=O)ccc1OCC(=O)O | 4%
O=C(Nc1ccc(S(=O)(=O)N2CCCCC2)cc1)c1ccc(Cl)c([N+](=O)[O-])c1 | 30%
CCOc1cccc(C(=O)Nc2nc(-c3ccc(C)cc3)cs2)c1 | 0%
CCCCSc1nnc2c(n1)OC(c1cccn1C)N(C(C)=O)c1ccccc1-2 (stereo not drawn) | 7%
CCOC(=O)C1=C(C)N=C2c3ccccc3C(=O)C2C1c1ccc(C)cc1 (stereo not drawn) | 8%
CCOC(=O)c1c(NC(=O)c2ccc(S(=O)(=O)N3CCCCC3)cc2)sc(C)c1C | 15%
O=C(NCc1c(O)c(Cl)cc(Cl)c1Cl)c1ccccc1 | 5%
COc1ccc(/C=C2\N=C(c3cc(OC)c(OC)c(OC)c3)OC2=O)cc1 | 9%
O=C(NCC1(c2ccccc2)CCOCC1)C1COc2ccccc2O1 (stereo not drawn) | 2%
O=C(NC(=S)Nc1ccc(Cl)c([N+](=O)[O-])c1)c1ccc(Cl)cc1 | 8%
c1ccc(-c2nc(NC3CCCCC3)cc(-n3cccn3)n2)cc1 | 17%
CC(=O)C1C(=O)CC(C)(O)C(C(C)=O)C1c1ccc(C(C)C)cc1 (stereo not drawn) | 0%
COc1cc(/C=C2\SC(=S)NC2=O)cc(I)c1OCc1ccc(C)cc1 | 32%
Cc1onc(-c2ccccc2)c1C(=O)N(C)C | 5%
Cc1ccc(C(=O)N2CCN(c3ccc(Cl)cc3)CC2)cc1 | 28%

An excerpt of these results, as comma-separated lines:
Molecule,RNase H inhibition
N/C(=N\S(=O)(=O)Cc1ccccc1)Nc1nc2ccccc2o1,4%
CC(C)OC(=O)CSc1nc2ccccc2s1,5%
CCN1C(=O)/C(=C2\SC(=S)N(Cc3ccco3)C2=O)c2ccccc21,12%
O=c1cc(-c2ccccc2)[nH]n1-c1nc(-c2ccccc2)cc(-c2ccccc2O)n1,18%
COc1cc(/C=C2/C(=O)NC(=O)N(c3ccccc3)C2=O)ccc1OCC(=O)O,4%
O=C(Nc1ccc(S(=O)(=O)N2CCCCC2)cc1)c1ccc(Cl)c([N+](=O)[O-])c1,30%
CCOc1cccc(C(=O)Nc2nc(-c3ccc(C)cc3)cs2)c1,0%
CCCCSc1nnc2c(n1)OC(c1cccn1C)N(C(C)=O)c1ccccc1-2 (stereo not drawn),7%
CCOC(=O)C1=C(C)N=C2c3ccccc3C(=O)C2C1c1ccc(C)cc1 (stereo not drawn),8%
CCOC(=O)c1c(NC(=O)c2ccc(S(=O)(=O)N3CCCCC3)cc2)sc(C)c1C,15%
O=C(NCc1c(O)c(Cl)cc(Cl)c1Cl)c1ccccc1,5%
COc1ccc(/C=C2\N=C(c3cc(OC)c(OC)c(OC)c3)OC2=O)cc1,9%
O=C(NCC1(c2ccccc2)CCOCC1)C1COc2ccccc2O1 (stereo not drawn),2%
O=C(NC(=S)Nc1ccc(Cl)c([N+](=O)[O-])c1)c1ccc(Cl)cc1,8%
c1ccc(-c2nc(NC3CCCCC3)cc(-n3cccn3)n2)cc1,17%
CC(=O)C1C(=O)CC(C)(O)C(C(C)=O)C1c1ccc(C(C)C)cc1 (stereo not drawn),0%
COc1cc(/C=C2\SC(=S)NC2=O)cc(I)c1OCc1ccc(C)cc1,32%
Cc1onc(-c2ccccc2)c1C(=O)N(C)C,5%
Cc1ccc(C(=O)N2CCN(c3ccc(Cl)cc3)CC2)cc1,28%

Following part.
SMILES | RNase H inhibition
CCOc1cccc(N2C(=O)NC(=O)/C(=C\c3cc(Br)c(N4CCOCC4)o3)C2=O)c1 | 31%
COc1ccc(NC(=O)/C=C/c2ccc([N+](=O)[O-])cc2)c(OC)c1 | 3%
CCCN1C(=O)C2(c3cc(C)ccc31)N1CC3(C)CN2CC(C)(C1)C3=O (stereo not drawn) | 15%
COc1ccc(C2C(C(C)=O)=C(O)C(=O)N2c2nccs2)c(OC)c1 (stereo not drawn) | 0%
CCOC(=S)S/C=C\C(=O)c1ccccc1 | 28%
COCCCNC(=O)C(=O)Nc1ccccc1C | 5%
O=c1c(C=NCCO)c(CSc2ccc(Cl)cc2)[nH]n1-c1nc2ccccc2s1 | 6%
O/N=C(/CCc1ccccc1)c1ccc2c(c1)OCCO2 | 1%
COc1ccc(C(=S)N2CCOCC2)cc1O | 7%
Cc1cc2nc(-c3ccc(N)cc3O)oc2cc1C | 9%
O=C1C=C(c2ccccc2)CC(c2ccccc2)C1n1nnc2ccccc21 (stereo not drawn) | 16%
CC(=O)c1ccc(NC(=O)c2c(-c3ccccc3)noc2C)cc1 | 8%
CCOc1ccccc1C1C(C(=O)OC2CCCC2)=C(C)NC2=C1C(=O)CC(c1cccs1)C2 (stereo not drawn) | 13%
CC1=C(C(=O)OCC2CCCO2)C(c2ccccc2)NC(=O)N1 (stereo not drawn) | 12%
Cc1c(NC(=O)c2cc3ccccc3o2)cccc1-c1nc2ncccc2o1 | 5%
Cc1cc(C)c(C)c(OCCCN2CCCC2)c1 | 13%
CC1CCCN(S(=O)(=O)c2ccc(Cl)c([N+](=O)[O-])c2)C1 (stereo not drawn) | 7%
CC(=O)NS(=O)(=O)c1ccc(NC(=O)Nc2ccc(Cl)c(Cl)c2)cc1 | 0%
COc1ccc(Cl)cc1NC(=O)C1=C(C)NC(=S)NC1c1cccc([N+](=O)[O-])c1 (stereo not drawn) | 9%
CC1(C)CC(=O)C2=C(C1)OC1=C(C(=O)CC(C)(C)C1)C2c1ccccc1OCC(=O)O | 0%
